IL1B NFkB pot – enhances IL-1B driven NFkB nuclear translocation | actives 0.3% (n = 94,000) | activation, % at 2 µM | AID 819 | HUVEC IL-1B NFkB p65 nuclear translocation imaging;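 active means activation above 40%, about the mean plus 3 SD, also judged a hit on visual image review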;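 further: percent activation is computed from the nuclear over cytoplasmic p65 intensity ratio; values of inactives mirror those of a sister screen read the other way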
PLAP inhibition – inhibition of human placental alkaline phosphatase – biochemical, luminescence, HTS (AID 690); purified PLAP, luminescent substrate; higher % means a stronger effect; inhibition, % at 20 µM; hits with a dose series show IC50 in µM; actives 0.08% (n = 96,000); in the data active means a potency from the dose series; inactive means the rest, 99 in 100 with inhibition below about 30%; further: strong numbers were not always called active
NFkB transloc inh – blocks IL-1B driven NFkB nuclear translocation in HUVEC cells. HUVEC IL-1B NFkB p65 nuclear translocation imaging. inhibition, % at 2 µM. actives 0.43% (n = 94,000);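 active means inhibition above about 30% together with a positive call from visual inspection of the well image, limit read from the data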;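 further: nuclear over cytoplasmic p65 intensity ratio measured by imaging; 0% = IL-1B stimulated DMSO wells and 100% = unstimulated DMSO wells; values of inactives mirror those of a sister screen read the other way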
Bcl-B displacement – displacers of TR3 peptide from Bcl-B, primary screen, selectivity assay for Bfl-1 inhibitor project, biochemical, fluorescence polarization; FP displacement of FITC-TR3 peptide from Bcl-B; higher % means a stronger effect; displacement, % at 20 µM, or IC50 in µM where a hit was titrated; actives 0.11% (n = 96,000); AID 748;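 active means displacement above 50% at 20 µM plus a fluorescence interference ratio under 1.5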;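 further: plate controls were wells without compound for no effect and wells lacking Bcl-B protein for full effect; a part of the inactive calls stands beside numbers as strong as those of hits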
MRP resist rev – reverses drug resistance mediated by MRP; H69AR cells + 2 uM doxorubicin, CellTiter-Glo, 72 h; differential viability (reversal), % at 10 µM; actives 0.04% (n = 85,000);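 active means viability drop by adding the cancer drug above about 55%, with treated viability meeting a 40% cutoff, limit read from the data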;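 further: viability without doxorubicin minus viability with 2 µM doxorubicin for each compound; larger differential means the compound sensitizes cells more to doxorubicin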
MRP resist rev cytotoxicity – further read-out of MRP resist rev, marked with its call; viability, %; H69AR cells, CellTiter-Glo, 72 h; measured here: cytotoxicity without doxorubicin
MRP resist rev with doxorubicin – also measured in MRP resist rev; calls as there; viability, %; measured here: viability with 2 uM doxorubicin; stronger effect = lower value
NFkB transloc inh cell count 2 µM – further read-out of NFkB transloc inh, marked with its call; cell count; measured here: cells passing quality filter;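 raw number of nuclei counted in each imaged well without normalization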
IL1B NFkB pot cell count 2 µM – further read-out of IL1B NFkB pot, marked with its call; cell count; measured here: cells passing quality filter
* hit, by the source's call; . = no result given. This is a subset; the hit share may differ from the screen's.

SMILES | IL1B NFkB pot | IL1B NFkB pot cell count 2 µM | PLAP inhibition | NFkB transloc inh | NFkB transloc inh cell count 2 µM | Bcl-B displacement | MRP resist rev | MRP resist rev cytotoxicity | MRP resist rev with doxorubicin
CCOC(=O)N1CCN(Cc2nc3c(c(=O)n(C)c(=O)n3C)n2Cc2cccc(C)c2)CC1 | . | . | -59.4% | . | . | 2.6% | 37.4 | 75.7 | 38.2
CCCCN(C(=O)CNC(=O)c1ccco1)C(C(=O)NC1CCCCC1)c1ccc(OC)cc1OC (stereo not drawn) | 16.6 | 108 | -2.9% | -16.6 | 108 | 12.8% | -17.7 | 57.8 | 75.6
CN(C1CCCCC1)S(=O)(=O)c1ccc(-n2cnnn2)cc1 | 49.6* | 205* | 12.7% | -49.6 | 205 | 6.2% | 3.4 | 88.3 | 84.9
C=CCOc1nc(N(C)C)nc(N(C)C)n1 | 2.8 | 56 | 3.1% | -2.8 | 56 | -7.7% | 12.8 | 92.9 | 80.1
COc1cccc(/C=N/N2CCN(c3ccccc3OC)CC2)c1 | 8.2 | 131 | -7.0% | -8.2 | 131 | 2.4% | . | . | .
COc1cccc(C(=O)Cn2c(Br)nc3c2c(=O)n(C)c(=O)n3C)c1 | . | . | 5.5% | . | . | 14.2% | 20.4 | 87.7 | 67.3
Cc1ccc2c(c1)c(CC(=O)Nc1ccc(C)c(F)c1)c(C(=O)O)n2C | 14.7 | 185 | -52.3% | -14.7 | 185 | -7.5% | 3.7 | 102.7 | 99.0
Cc1ccc(OC2=NS(=O)(=O)c3ccccc32)cc1 | 24.8 | 192 | -7.9% | -24.8 | 192 | 4.1% | -31.0 | 30.6 | 61.6
CC(=O)N1CCN(c2nc3cc4c(cc3nc2NS(=O)(=O)c2ccccc2)OCCO4)CC1 | 9.0 | 113 | -30.7% | -9.0 | 113 | -16.1% | -1.9 | 76.3 | 78.2
CCOC(=O)CSc1ccc2nnc(-c3ccncc3)n2n1 | 4.5 | 61 | . | -4.5 | 61 | . | 12.3 | 87.9 | 75.6
C/C(=C\C(=O)c1ccc(Cl)cc1)Nc1ccc(Br)cc1 | 0.6 | 114 | . | -0.6 | 114 | . | . | . | .
Cc1cc(OCC(=O)O)c2cccc(C)c2n1 | -8.2 | 125 | 15.3% | 8.2 | 125 | -0.7% | -10.6 | 83.5 | 94.1
COc1ccc(S(=O)(=O)Nc2ccccc2C)cc1 | 11.0 | 169 | 3.7% | -11.0 | 169 | -6.7% | -22.4 | 12.5 | 34.9
CCOc1ccc(S(=O)(=O)n2nnc3ccccc32)cc1C | -3.3 | 98 | 0.9% | 3.3 | 98 | -6.6% | 9.4 | 94.4 | 85.1
CC1CCN(C(C)C(=O)Nc2ccccc2-c2ccccc2)CC1 (stereo not drawn) | 6.9 | 170 | -19.4% | -6.8 | 170 | 6.3% | 11.3 | 100.2 | 89.0
COc1ccc2cc(C(=O)OC(C)C)sc(=O)c2c1OC | 18.7 | 146 | . | -18.7 | 146 | . | . | . | .
COc1ccc(C2(C(=O)N3CCCC3)CCOCC2)cc1OC | . | . | 6.7% | . | . | -1.7% | -8.3 | 82.3 | 90.7
COc1ccc(NC(=O)c2csc3c2CCCC3)cc1 | 16.5 | 113 | 23.9% | -16.5 | 113 | -2.8% | . | . | .
O=C1c2ccccc2C(=O)N1Cc1cc(-c2ccccc2Cl)no1 | 6.9 | 139 | -0.1% | -6.9 | 139 | 1.6% | . | . | .
O=C(COc1ccc(Cl)cc1)NCc1nnc(SCC(=O)N2CCCCC2)o1 | 0.3 | 76 | -34.4% | -0.3 | 76 | 13.2% | 8.0 | 102.4 | 94.5
Cc1c(=O)n(OCc2ccccn2)c2ccccc2[n+]1[O-] | 20.9 | 49 | 20.5% | -20.9 | 49 | 14.6% | -3.3 | 79.8 | 83.1
NC(=O)CN1C(=O)C2C3C=CC(C3)C2C1=O (stereo not drawn) | -9.9 | 106 | -6.7% | 9.9 | 106 | -3.9% | -0.5 | 105.8 | 106.2
Cc1nnc(N2C(=O)c3cccc4cccc(c34)C2=O)s1 | 4.9 | 171 | 5.6% | -4.9 | 171 | 13.6% | -3.0 | 115.1 | 118.1
COc1cccc(C2CC(c3cccs3)Nc3ncnn32)c1 (stereo not drawn) | 5.0 | 76 | 6.1% | -5.0 | 76 | -1.7% | 2.1 | 91.0 | 89.0
CCc1ccc(OCC(=O)N(C)CCC#N)c(Br)c1 | -3.0 | 108 | 5.1% | 3.0 | 108 | -1.9% | 9.1 | 99.1 | 90.0
COc1ccccc1NC(=O)Cc1csc(NC(=S)Nc2ccc(C)cc2)n1 | 8.6 | 173 | 2.3% | -8.6 | 173 | 1.1% | . | . | .
Cc1cc(C(=O)CN2C(=O)NC(c3ccccc3)(c3ccccc3)C2=O)c(C)n1Cc1ccccc1 | -8.9 | 161 | -17.5% | 8.9 | 161 | -3.2% | -4.0 | 102.6 | 106.6
Cc1nn(Cc2c(Cl)cccc2Cl)c(C)c1N | 2.7 | 186 | . | -2.7 | 186 | . | -9.6 | 91.2 | 100.8
COc1ccc(-c2noc(COc3ccc(C)c(C)c3)n2)cc1OC | -2.0 | 148 | -27.2% | 2.0 | 148 | 1.6% | 5.8 | 91.0 | 85.1
CCn1c(-c2ccc3[nH]c(C)c(C)c3c2)n[nH]c1=S | 1.2 | 166 | -111.8% | -1.2 | 166 | -2.7% | 9.2 | 90.5 | 81.3
CCCNc1nc(C)nc2c1cnn2CCc1ccccc1 | -12.3 | 179 | -9.5% | 12.4 | 179 | -4.9% | . | . | .
COc1ccc(OC)c(NC2c3ccccc3C(=O)N2Cc2ccc3c(c2)OCO3)c1 (stereo not drawn) | 3.4 | 151 | -32.4% | -3.4 | 151 | -2.4% | 7.0 | 92.6 | 85.6
CCCc1nc2ccccc2c(=O)n1/N=C/c1ccc(O)cc1 | -3.6 | 114 | 4.2% | 3.6 | 114 | -3.3% | -7.9 | 86.5 | 94.4
COc1ccccc1CC(=O)Nc1ccc(OC)c(OC)c1 | 11.3 | 141 | 2.8% | -11.3 | 141 | -7.7% | -6.3 | 92.0 | 98.3
CN(c1ccc(C(=O)NCCSCc2ccccc2)cc1)S(=O)(=O)c1ccccc1 | 1.1 | 163 | 5.8% | -1.1 | 163 | -8.7% | . | . | .
COC(=O)C1C(=O)c2c([nH]c(C(=O)OC3CCCC3C)c2C)CC1C (stereo not drawn) | . | . | 6.4% | . | . | -3.4% | -9.0 | 52.5 | 61.5
O=C(Cn1cnc2scc(-c3ccccc3)c2c1=O)N1CCOCC1 | -7.7 | 110 | -4.9% | 7.7 | 110 | -3.5% | -0.8 | 81.6 | 82.4
O=Cc1cn(-c2ccccc2)nc1-c1cc2ccccc2oc1=O | 6.3 | 158 | 2.8% | -6.3 | 158 | -21.6% | -6.0 | 87.0 | 93.0
Cc1cc(OCc2nc(-c3cccnc3)no2)c(C)cc1Br | -3.0 | 121 | -22.1% | 3.0 | 121 | -2.9% | -12.5 | 70.4 | 82.9
Cc1ccc(C(=O)COc2ccccc2C(=O)Nc2ccccc2)cc1 | 1.1 | 141 | 21.7% | -1.1 | 141 | 4.8% | . | . | .
CC(=O)N(C)c1nnc(-c2ccccn2)s1 | 17.2 | 113 | . | -17.2 | 113 | . | 15.6 | 93.6 | 78.0
CC12CCC(C(=O)N(CC(O)CN3CCCCC3)C1=O)C2(C)C (stereo not drawn) | 19.2 | 111 | 8.4% | -19.2 | 111 | -4.8% | . | . | .
CC(C)(C)NC(=O)CC(c1ccccc1)c1ccccc1O (stereo not drawn) | 10.1 | 88 | -3.7% | -10.1 | 88 | 1.2% | 19.9 | 97.9 | 78.0
O=C(CCCn1c(=S)[nH]c2cc3c(cc2c1=O)OCO3)N1CCN(c2ccc(F)cc2)CC1 | 37.1 | 94 | -21.1% | -37.1 | 94 | 18.5% | 2.1 | 70.5 | 68.3
O=C(NCCC1=CCCCC1)c1ccc(F)c(S(=O)(=O)N2CCOCC2)c1 | 28.3 | 211 | 4.5% | -28.3 | 211 | -15.9% | 12.0 | 100.8 | 88.8
Cc1ccc(S(=O)(=O)N2CCN(C(=O)C3Cc4ccccc4CN3C(=O)c3ccco3)CC2)cc1 (stereo not drawn) | 12.9 | 90 | -17.7% | -12.9 | 90 | -5.8% | 5.1 | 87.0 | 81.9
COC(=O)c1[nH]c2ccc(Cl)cc2c1NC(=O)CCN1CCOCC1 | -0.5 | 218 | 1.5% | 0.5 | 218 | -8.4% | -0.5 | 90.6 | 91.0
O=C1c2ccccc2C(Nc2ccc3c(c2)OCO3)N1Cc1ccc2c(c1)OCO2 (stereo not drawn) | 39.8 | 78 | 7.0% | -39.8 | 78 | 2.9% | 1.1 | 98.8 | 97.8
CCC(C)(C)NC(=O)CN(Cc1ccc2c(c1)OCO2)C(=O)CCC(=O)Nc1ccccn1 | 12.3 | 122 | . | -12.3 | 122 | . | 8.1 | 89.5 | 81.4
COc1cc(OC)c(C2=NOC(C(=O)Nc3cc(C)nn3-c3ccccc3)C2)cc1Cl (stereo not drawn) | -0.4 | 143 | -17.5% | 0.4 | 143 | -9.4% | -13.1 | 73.8 | 86.9

Continued, starting with the last 2 of the part before.
SMILES | IL1B NFkB pot | IL1B NFkB pot cell count 2 µM | PLAP inhibition | NFkB transloc inh | NFkB transloc inh cell count 2 µM | Bcl-B displacement | MRP resist rev | MRP resist rev cytotoxicity | MRP resist rev with doxorubicin
CCC(C)(C)NC(=O)CN(Cc1ccc2c(c1)OCO2)C(=O)CCC(=O)Nc1ccccn1 | 12.3 | 122 | . | -12.3 | 122 | . | 8.1 | 89.5 | 81.4
COc1cc(OC)c(C2=NOC(C(=O)Nc3cc(C)nn3-c3ccccc3)C2)cc1Cl (stereo not drawn) | -0.4 | 143 | -17.5% | 0.4 | 143 | -9.4% | -13.1 | 73.8 | 86.9
COCCNC(=O)c1ccc(C(=O)NCCOC)s1 | 4.9 | 160 | 23.7% | -4.9 | 160 | -7.5% | -0.4 | 94.7 | 95.1
CCC(C(=O)NCc1ccco1)N(C(=O)CNS(=O)(=O)c1ccccc1)c1ccc(OC)cc1 (stereo not drawn) | -6.6 | 137 | -46.0% | 6.6 | 137 | -1.7% | 27.8 | 105.3 | 77.5
Cc1ccc(C(C2C(=O)CC(C)(C)CC2=O)C2C(=O)CC(C)(C)CC2=O)s1 | -16.3 | 123 | 6.6% | 16.3 | 123 | 0.2% | . | . | .
O=C(CN1C(=O)NC2(CCCCCC2)C1=O)NCc1ccco1 | -5.3 | 168 | -6.6% | 5.3 | 168 | -12.9% | 0.7 | 85.6 | 84.9
O=C(Cc1cccs1)N1CCCC(c2nc3c(nnn3Cc3cccc(Cl)c3)c(=O)[nH]2)C1 (stereo not drawn) | -3.3 | 202 | -53.0% | 3.3 | 202 | 6.6% | 40.6 | 73.7 | 33.2
O=C1C(Cl)=C(NCC2CCCO2)C(=O)N1Cc1ccccc1 (stereo not drawn) | 21.6 | 131 | 7.3% | -21.6 | 131 | 21.5% | -8.3 | 73.2 | 81.4
COc1ccccc1-n1c(SCC(=O)Nc2cccc(C)c2)nc2c(c1=O)SCC2 | 6.7 | 208 | -64.7% | -6.7 | 208 | -118.0% | -14.8 | 85.1 | 99.9
CCN(CC)c1nc2ccccc2nc1-n1nc(C)cc1C | -3.2 | 85 | 5.0% | 3.2 | 85 | 2.4% | -2.5 | 85.5 | 88.0
COc1ccccc1C(=O)NCc1ccccc1 | -9.1 | 184 | . | 9.1 | 184 | . | 10.0 | 99.7 | 89.8
Cc1c(C(=O)NC2CCCc3ccccc32)oc2ccccc12 (stereo not drawn) | 3.7 | 175 | 9.0% | -3.7 | 175 | -9.8% | . | . | .
CCOC(=O)c1cnc(NCc2ccccc2)nc1C | . | . | 1.6% | . | . | 6.7% | . | . | .
Cn1c(-c2sc3cc(C(F)(F)F)cnc3c2-c2cccnc2)n[nH]c1=S | . | . | -88.8% | . | . | -6.5% | -31.1 | 31.8 | 62.9
CCN(C(=O)Nc1ccccc1OC)c1c(N)n(Cc2ccccc2)c(=O)[nH]c1=O | -1.4 | 150 | 11.9% | 1.4 | 150 | 6.9% | . | . | .
CCCNC(=O)C1CCN(S(=O)(=O)c2ccc(Br)cc2)CC1 | -10.7 | 118 | . | 10.7 | 118 | . | 6.9 | 100.8 | 93.9
